High-throughput results deposited in PubChem by National Center for Advancing Translational Sciences (NCATS).
APEX1 inh: qHTS Assay for Inhibitors of the Human Apurinic/apyrimidinic Endonuclease 1 (APE1); recombinant APE1, TAMRA/BHQ-2 abasic DNA cleavage fluorescence; Potency, µM (series often up to 65.8 µM), without a hit: at the highest dose activity change, negative = inhibition, usual class: inhibitors; 0.35% of 350,000 active; DNA repair nuclease/redox regulator APEX1 (Homo sapiens), P27695; AID 2517, 2012;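 further: potency means the concentration at half of the fitted maximal effect; plate controls were vehicle for no effect and reference inhibitor for full effect; nearly all actives have a fitted effect of over 55% in size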
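Endonuclease cleavage of a quenched abasic-site DNA duplex (50 nM) by APE1 (0.75 nM) was tracked by TAMRA dequenching. Compounds were preincubated with enzyme 15 min at room temperature; data normalized to buffer-only and DMSO wells plus NSC13755 control.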
Pol iota inh: qHTS for Inhibitors of Polymerase Iota; DNA polymerase iota (Homo sapiens), Q9UNA4; Pol iota fluorescent replication assay, 10 min; Potency, µM (highest dose often 115 µM), without a hit: at the highest dose activity, negative = inhibition, actives largely listed as inhibitors; 1% of 390,000 active; AID 588590, 2011; further: potency means the concentration at half of the fitted maximal effect
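Fluorescent replication assay read twice, at 0 min and 10 min after adding 50 nM (final) substrate. Enzyme (10 nM) and compounds were first incubated 15 min at room temperature; enzyme-free buffer wells were negative controls.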
POLB inh: qHTS Assay for Inhibitors of DNA Polymerase Beta; P06746; Pol beta primer extension/strand displacement, fluorescence kinetic; Potency, µM (doses to about 114 µM), without a hit: top-dose activity change, negative = inhibition, hits mostly inhibitors; 1.3% of 340,000 active; further: potency means the concentration at half of the fitted maximal effect; on the % scale 0 is the no-effect control and ±100 the full control effect
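Curves were derived by four-parameter Hill fits of normalized qHTS data. The kinetic fluorescent primer-extension read was taken at 0 and 10 min after 50 nM substrate, following a 15 min room-temperature preincubation of 10 nM enzyme with compounds.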
LDHA inh: qHTS assay for inhibitors of human lactate dehydrogenase. L-lactate dehydrogenase A chain (Homo sapiens), P00338. AID 1347041, 2019. purified LDHA, NADH/diaphorase-resazurin fluorescence; active compounds read low. 0.15% of 480,000 active. activity change, % (values are at about 110 or 230 µM); in the data active means activity change below about -30%; inconclusive means mostly about -25% to -30%;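 further: plate controls were DMSO wells for no effect and wells without enzyme for full effect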
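LDH5 2 nM; NADH 0.06 mM, pyruvate 0.2 mM; 200 mM Tris pH 7.4, EDTA, Tween-20; 5 min RT. Detection: diaphorase 0.133 mg/mL + resazurin 37 µM, fluorescence ex540/em590 at 0 and 20 min; normalized to enzyme-free and DMSO wells.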
Anesthetic bind: qHTS Assay for Identification of Novel General Anesthetics. Ferritin light chain (Equus caballus), P02791. 0.074% of 350,000 active. AID 485281, 2010. apoferritin/1-aminoanthracene competitive binding, fluorescence. Potency, µM (titrated, usually from 77.5 µM), without a hit: at the top dose activity change, negative = displacement, most hits filed as inhibitors; further: potency means the concentration at half of the fitted maximal effect; on the % scale 0 is the no-effect control and ±100 the full control effect; nearly all actives have a fitted effect of over 20% in size
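Steps: apoferritin (10 uM) was premixed with half-saturated 1-AMA in PBS, compounds were pin-transferred, plates stood 10 min at room temperature, fluorescence was read at 380/535 nm, and curves were fitted with a Hill equation.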
Glioma ERSR ind: qHTS for Inducers of the Endoplasmic Reticulum Stress Response (ERSR) in Human Glioma: qHTS; Potency, µM, inactives show top-dose activation, most hits filed as activators; U87-MG GRP78 promoter luciferase reporter, 16 h; 0.02% of 420,000 active; further: potency means the concentration at half of the fitted maximal effect; series mostly up to about 76 µM; % of control where 0% means no effect; nearly all actives have a fitted effect of over 35% in size
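Stably transfected U87-MG human glioma cells carrying a GRP78-based luminescent sensor were seeded at 1000 cells/well, pin-dosed with compounds and incubated 16 h. Luciferase reagent was then added, and end-point luminescence was read after 10 min at room temperature.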
POLH inh: qHTS for Inhibitors of Polymerase Eta. recombinant Pol eta, fluorescent DNA replication assay. 1.2% of 390,000 active. AID 588591, 2011. Potency, µM (series often up to 114 µM), inactives show at the highest dose activity change, negative = inhibition, hits mostly inhibitors; further: potency means the concentration at half of the fitted maximal effect; on the % scale 0 is the no-effect control and ±100 the full control effect
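Pol eta at 10 nM preincubated with compounds 15 min at room temperature; reaction started with fluorescent substrate (50 nM final) and read kinetically at 0 and 10 min.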
Pol kappa inh: qHTS for Inhibitors of Polymerase Kappa. purified Pol kappa, fluorescent DNA synthesis assay, 10 min. Potency, µM (top dose mostly 107 µM), for the others: top-dose activity, negative = inhibition, hits mostly inhibitors. 0.53% of 400,000 active. AID 588579, 2011; further: potency means the concentration at half of the fitted maximal effect; on the % scale 0 is the no-effect control and ±100 the full control effect
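50 nM final substrate added after 15 min RT preincubation of 10 nM Pol kappa with compound; fluorescence read at 0 and 10 min.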
BLM inh: qHTS Assay for Inhibitors of Bloom's syndrome helicase (BLM). recombinant BLM DNA unwinding, fluorescence dequenching. Potency, µM (highest dose often 56.1 µM), for the others: top-dose activity change, negative = inhibition, most hits filed as inhibitors. 0.2% of 350,000 active. AID 2528, 2010;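 further: potency means the concentration at half of the fitted maximal effect; plate controls were vehicle for no effect and no enzyme for full effect; nearly all actives have a fitted effect of over 35% in size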
Target sequence (P54132 whole entry, looked up): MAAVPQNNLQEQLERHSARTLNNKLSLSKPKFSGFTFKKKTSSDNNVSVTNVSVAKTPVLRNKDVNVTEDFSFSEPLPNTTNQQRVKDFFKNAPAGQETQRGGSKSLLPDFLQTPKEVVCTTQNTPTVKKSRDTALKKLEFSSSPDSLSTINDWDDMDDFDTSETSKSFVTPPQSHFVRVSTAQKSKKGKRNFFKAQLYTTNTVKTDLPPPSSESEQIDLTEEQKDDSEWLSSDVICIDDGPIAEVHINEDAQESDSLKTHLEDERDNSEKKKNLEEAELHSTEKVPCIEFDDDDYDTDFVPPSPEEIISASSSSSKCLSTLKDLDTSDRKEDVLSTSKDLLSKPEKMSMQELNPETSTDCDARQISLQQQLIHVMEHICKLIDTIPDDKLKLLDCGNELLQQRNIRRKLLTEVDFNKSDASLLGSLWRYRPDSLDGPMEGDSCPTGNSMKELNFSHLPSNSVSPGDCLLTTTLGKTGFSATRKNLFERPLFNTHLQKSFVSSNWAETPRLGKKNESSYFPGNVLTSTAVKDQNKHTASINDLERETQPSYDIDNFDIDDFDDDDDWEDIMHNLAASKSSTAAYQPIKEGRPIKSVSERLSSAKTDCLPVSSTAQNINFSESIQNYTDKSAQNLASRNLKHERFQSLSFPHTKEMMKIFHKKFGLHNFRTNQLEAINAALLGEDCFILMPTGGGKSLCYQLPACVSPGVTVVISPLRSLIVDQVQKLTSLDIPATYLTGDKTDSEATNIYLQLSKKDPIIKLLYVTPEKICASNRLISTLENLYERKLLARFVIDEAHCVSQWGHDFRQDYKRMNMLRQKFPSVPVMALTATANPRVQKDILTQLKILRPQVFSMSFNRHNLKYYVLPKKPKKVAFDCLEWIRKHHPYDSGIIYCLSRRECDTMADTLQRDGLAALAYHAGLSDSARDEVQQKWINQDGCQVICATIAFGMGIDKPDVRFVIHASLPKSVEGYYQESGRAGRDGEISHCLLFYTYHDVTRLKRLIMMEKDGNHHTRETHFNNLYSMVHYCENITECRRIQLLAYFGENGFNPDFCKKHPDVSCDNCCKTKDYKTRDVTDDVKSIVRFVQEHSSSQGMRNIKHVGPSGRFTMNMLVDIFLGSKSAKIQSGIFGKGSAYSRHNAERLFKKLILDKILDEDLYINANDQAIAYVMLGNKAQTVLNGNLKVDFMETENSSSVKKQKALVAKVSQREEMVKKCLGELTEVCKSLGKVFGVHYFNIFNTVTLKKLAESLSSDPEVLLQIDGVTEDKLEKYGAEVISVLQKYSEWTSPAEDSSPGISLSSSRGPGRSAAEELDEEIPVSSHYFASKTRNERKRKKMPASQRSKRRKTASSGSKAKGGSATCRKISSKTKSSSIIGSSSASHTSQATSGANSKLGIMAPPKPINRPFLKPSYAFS
* marks the source's active call; other numbers are inactive results; ? = inconclusive; · = not tested or not shown; & = joins results of further samples; [ ] = dose if it differs, or a comment. Unless noted, the call rests on the fitted dose curve; in most records, active means well fitted curve in the direction sought with a large enough effect; inconclusive means small, poorly fitted or top-dose-only effect, or another doubt; inactive means no such curve, though single readings can be large; an effect the other way counts as inactive or inconclusive. An excerpt; rates above refer to the full screens.

1	O=C(NCc1ccccc1)C1CCC(=O)N(CC2CCCCC2)C1 (stereo not given)
2	CCN(CC)c1ccc(N=Cc2c(C)[nH]c3ccccc23)cc1
3	CC(=O)c1cnc2nc(SCc3cccc(C)c3)nn2c1C
4	COc1ccc(S(=O)(=O)N2CCOCC2)cc1NC(=O)Cc1c(Cl)cccc1Cl
5	CCOC(=S)SCC(=O)Nc1nc(C)c(C)s1
6	COc1cc(CC(NC(C)=O)C(=O)NC2CCN(C(=O)Nc3ccccc3C)CC2)cc(OC)c1 (stereo not given)
7	COc1ccc(OC)c(NC(=O)CCCC(=O)NC2CCCCC2)c1
8	Cc1cccc(C)c1NC(=O)COc1cccc(/C=N/NC(=O)C(=O)NCc2ccccc2)c1
9	CC1(C)Cc2c(C#N)c(SCCOc3ccccc3)nc(N3CCOCC3)c2CO1
10	Cc1ccc(O)c(NC(=O)c2ccc3c(c2)C(=O)N(Cc2ccco2)C3=O)c1
Compound	1	2	3	4	5	6	7	8	9	10
APEX1 inh	-8%	6%	-16%	5%	2%	35%	17%	-1%	-3%	6%
Pol iota inh	39%[activator]	2%	-1%	-10%	?	14%	-12%	29%	10%	1%
POLB inh	41%	-2%	11%	5%	1%	7%	10%	21%	-1%	11%
LDHA inh	-13	25	-2	1	-1	0	-2	0	1	-2
Anesthetic bind	-7%	-22%	?	7%	-2%	-2%	-6%	-6%	-9%	-14%
Glioma ERSR ind	0%	-4%	4%	-4%	?	-6%	-4%	-3%	-4%	-2%
POLH inh	-17%	?	-19%	-7%	-1%	-14%	0%	?	1%	2%
Pol kappa inh	-2%	2%	-2%	-8%	-3%	6%	0%	-5%	-6%	-21%
BLM inh	-2%	-3%	-3%	-2%	-3%	0%	-2%	0%	-6%	-13%

11	Cc1nn(Cc2c(F)c(F)c(F)c(F)c2F)c(C)c1NC(=O)c1c(-c2ccccc2)nn(-c2ccccc2)c1C
12	CCOC(=O)C(CC)Sc1ccc2nnc(CCNS(=O)(=O)c3ccc(C)cc3)n2n1 (stereo not given)
13	COC(=O)c1cc(=O)nc2sccn12
14	CC(C)N(Cc1ccccc1)C(C)C (tested in a mixture with another compound)
15	Cc1cccc(C)c1NC(=S)N(Cc1ccccc1)Cc1cccnc1
16	COc1ccc(C(C(=O)NCc2ccccc2)N(C(=O)Cn2nnc3ccccc32)c2ccc(OC)cc2)cc1 (stereo not given)
17	COCCn1c(=O)c(-c2ccc(F)cc2)nc2cnc(OCc3ccccc3)nc21
18	O=C(c1cc(-c2ccc(Br)cc2)n[nH]1)N1CCN(S(=O)(=O)c2ccc(Cl)s2)CC1
19	CCN(CC)S(=O)(=O)c1ccc(C)c(C)c1
20	Cc1cc2ncn(-c3ncccc3[N+](=O)[O-])c2cc1C
Compound	11	12	13	14	15	16	17	18	19	20
APEX1 inh	-5%	·	1%	·	0%	·	1%	·	7%	25%
Pol iota inh	2%	34%[activator]	19%	·	15%	7%	·	29%	16%	178%[activator]
POLB inh	-7%	-2%	2%	·	0%	2%	·	?	1%	0%
LDHA inh	-7	4	-2	·	-5	4	·	-9	-10	-4
Anesthetic bind	29%	-4%	6%	17%	-23%	2%	·	-8%	?	-12%
Glioma ERSR ind	-1%	-1%	2%	-7%	-4%	-4%	4%	-2%	-4%	2%
POLH inh	0%	-20%	10%	·	-1%	-10%	·	-8%	-12%	-12%
Pol kappa inh	0%	-5%	-16%	17%[60.1 µM]	-7%	11%	-18%[60.1 µM]	-10%	-3%	-14%
BLM inh	0%	3%	-2%	-1%	-2%	-1%	-4%	-1%	-4%	-4%

21	O=C(c1ccccc1)c1cc([N+](=O)[O-])ccc1N1CCCC1
22	CCOC(=O)c1[nH]c2ccc(OC)cc2c1NC(=O)N1CCOCC1
23	COc1ccccc1Nc1nc(NCC(C)C)nc(N)c1[N+](=O)[O-]
24	COc1cccc(C2=NOC(C(=O)NCc3ccco3)C2)c1 (stereo not given)
25	Cc1nn(C)c(C)c1NC(=O)c1ccc(Br)o1
26	O=C(Nc1ccc2c(c1)OCCO2)c1cncc(Br)c1
27	CCOc1ccc(NC(=O)CN2C(=O)C(c3ccc(Cl)cc3)=NC2(C)C)cc1
28	Cc1nnc(SCCN2C(=O)c3ccccc3C2=O)nc1C
29	CCCCCC(/C=N/Nc1ccc(S(=O)(=O)N2CCOCC2)cc1[N+](=O)[O-])=C\c1ccccc1
30	COc1cccc(C(=O)NC2CCCN(C3Cc4ccccc4C3)C2)c1OC (stereo not given)
Compound	21	22	23	24	25	26	27	28	29	30
APEX1 inh	-2%	1%	1%	1%	0%	-3%	·	·	-1%	-17%
Pol iota inh	11%	15%	22%	6%	-1%	18%	20%	21%	21%	59%[activator]
POLB inh	?	27%	2%	10%	8%	0%	18%	·	?	-23%
LDHA inh	-13	-3	1	-5	-5	0	-1	-15	0	2
Anesthetic bind	-17%	-9%	-12%	-9%	1%	-8%	-16%	·	-13%	-4%
Glioma ERSR ind	0%	-1%	3%	1%	-7%	-11%	0%	-6%	-5%	-1%
POLH inh	-20%	-2%	-23%	-5%	-1%	-13%	-20%	-1%	-9%	-12%
Pol kappa inh	-14%	-8%	5%	-9%	-10%	-8%	5%	2%	5%	-4%
BLM inh	-9%	-1%	-4%	-1%	-13%	-2%	-2%	·	-3%	-2%

31	CCc1cccc(CC)c1NC(=S)Nc1ccccc1
32	COc1ccc(NC(=O)CN(c2ccc(C)cc2)S(=O)(=O)c2cccs2)cc1OC
33	CCCS(=O)(=O)Nc1cccc(-c2cn3c(n2)SCC3)c1
34	Cc1cc(C)n(Cc2n[nH]c(=S)n2Cc2ccccc2)n1
35	Cc1ccc(S(=O)(=O)N2CCN(C(=O)CCC(=O)NCc3ccc(F)cc3)CC2)cc1
36	COc1ccc([N+](=O)[O-])cc1N(CC(=O)Nc1ccccc1C(=O)N1CCCC1)S(C)(=O)=O
37	O=C(C1CCN(S(=O)(=O)N2CCC3(CC2)OCCO3)CC1)N1CCc2ccccc2C1
38	Cc1ccccc1S(=O)(=O)Cc1ccc(C(=O)N2CCN(c3cccc(C)c3C)CC2)o1
39	O=C(NCCCNC(=O)c1ccccc1)c1ccccc1
40	O=C(CSc1nnc2ccc(-c3ccc(F)cc3)nn12)N1CCOCC1
Compound	31	32	33	34	35	36	37	38	39	40
APEX1 inh	6%	·	14%	-3%	1%	-3%	11%	-7%	·	-1%
Pol iota inh	39%	3%	-7%	-12%	-21%	82%[activator]	30%[activator]	24%	88%[activator]	41%[activator]
POLB inh	18%	-2%	23%	29%	3%	-2%	-1%	-1%	·	·
LDHA inh	-5	4	-7	1	-6	-8	3	-2	-4	-4
Anesthetic bind	-9%	-13%	0%	-10%	0%	-3%	-4%	6%	·	·
Glioma ERSR ind	-3%	-4%	-4%	-1%	0%	0%	-1%	-13%	-6%	-4%
POLH inh	-5%	-8%	-6%	-12%	-7%	-1%	-11%	-11%	-13%	-13%
Pol kappa inh	-1%	-7%	-12%	1%	-3%	-2%	-3%	-22%	2%	-10%
BLM inh	-4%	-1%	0%	-3%	1%	-3%	-8%	-12%	·	·

Limited to Pol kappa inh and LDHA inh, for 3 of the compounds above:
No. | smiles | Pol kappa inh | LDHA inh
33 | CCCS(=O)(=O)Nc1cccc(-c2cn3c(n2)SCC3)c1 | -12% | -7
34 | Cc1cc(C)n(Cc2n[nH]c(=S)n2Cc2ccccc2)n1 | 1% | 1
35 | Cc1ccc(S(=O)(=O)N2CCN(C(=O)CCC(=O)NCc3ccc(F)cc3)CC2)cc1 | -3% | -6

New compounds follow:
41	CCCNC(=O)CCn1nc(-c2ccc(C)cc2)c2ccccc2c1=O
42	O=C(COc1ccc(F)cc1)NCC1CCCO1 (stereo not given)
43	C1=Cc2ccccc2/C1=C\c1ccc(/C=C2\C=Cc3ccccc32)cc1
44	CCOc1ccc(OCC)c(NC(=O)c2cc(-c3cccs3)nc3ccccc23)c1
45	COc1ccc(C)cc1NC(=O)CN1C(=O)CSc2ccc(S(=O)(=O)N3CCCC3)cc21
46	CCOC(=O)C(=O)Nc1ccc(F)cc1
Compound	41	42	43	44	45	46
APEX1 inh	59%[activator]	-4%	·	·	26%	8%
Pol iota inh	-8%&5%	5%	-2%	89µM*	17%&-3%	4%
POLB inh	1%&40%	3%	·	2%	25%&26%	10%
LDHA inh	0&-7	-3	0	1	-3&-15	-8
Anesthetic bind	-23%&-3%	-9%	·	1%	-15%&-7%	-10%
Glioma ERSR ind	-1%&-1%	-5%	0%	-2%	7%&-4%	0%
POLH inh	-9%&-15%	1%	·	-17%	-15%&-10%	-5%
Pol kappa inh	14%	-20%	-12%	?	6%&0%	-1%
BLM inh	0%&-5%	-3%	·	-4%	-3%&-4%	-2%
